ZTA DNA inh – ZTA (EBV) inhibition in EBNA-1 counter-screen | ZTA-DNA binding, fluorescence polarization | inhibition, % at 11 µM | 320,000 compounds, 0.15% hits; in the data active = inhibition above about 33%
Target sequence (P03206 whole entry, looked up): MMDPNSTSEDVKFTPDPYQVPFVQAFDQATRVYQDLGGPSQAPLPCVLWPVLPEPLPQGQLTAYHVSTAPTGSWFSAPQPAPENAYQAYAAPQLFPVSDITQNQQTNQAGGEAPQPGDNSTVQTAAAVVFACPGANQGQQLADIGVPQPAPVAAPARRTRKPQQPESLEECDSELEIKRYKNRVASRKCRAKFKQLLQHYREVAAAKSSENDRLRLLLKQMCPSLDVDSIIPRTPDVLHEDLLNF
LYPLA1 inh – blocks human lysophospholipase 1, a PME1 counter-screen; recombinant LYPLA1, FP-Rh probe fluorescence polarization; 320,000 compounds, 0.16% hits; O75608; inhibition, % at 5.9 µM;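 active = inhibition above the mean of all tested compounds plus 3 SD, set per campaign, cut at about 14% in these data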;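 note: inhibitors block serine hydrolase probe labeling of LYPLA1 so polarization falls; 0% = enzyme with DMSO and 100% = wells lacking LYPLA1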
Target sequence (O75608 whole entry, looked up): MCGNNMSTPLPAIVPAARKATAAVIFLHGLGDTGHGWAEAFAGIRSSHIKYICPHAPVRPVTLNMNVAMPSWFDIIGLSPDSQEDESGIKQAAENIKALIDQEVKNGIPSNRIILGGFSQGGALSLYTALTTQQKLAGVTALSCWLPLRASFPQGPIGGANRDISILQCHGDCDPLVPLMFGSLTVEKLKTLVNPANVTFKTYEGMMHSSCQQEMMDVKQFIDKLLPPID
PAFAH1B3 FP inh – inhibitors of human PAFAH1B3 | Q15102 | recombinant PAFAH1B3, FP-rhodamine probe, fluorescence polarization | inhibition, % at 3.39 µM | 340,000 compounds, 0.28% hits;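 active = inhibition above the screen-wide average of all tested compounds plus 3 SD, cut at about 25% in these data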;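 note: 0% = enzyme with DMSO only and 100% = wells lacking PAFAH1B3 protein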
Target sequence (Q15102 whole entry, looked up): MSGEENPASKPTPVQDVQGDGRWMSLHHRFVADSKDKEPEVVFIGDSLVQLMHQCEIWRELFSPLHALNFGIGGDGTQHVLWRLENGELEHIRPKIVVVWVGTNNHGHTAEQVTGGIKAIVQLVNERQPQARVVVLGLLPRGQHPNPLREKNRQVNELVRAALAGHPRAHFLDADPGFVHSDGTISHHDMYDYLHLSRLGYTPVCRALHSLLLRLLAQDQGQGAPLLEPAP
PREPL inhibitor – human PREPL enzyme inhibition | inhibition, % at 5.96 µM | 320,000 compounds, 0.68% hits | recombinant PREPL, fluorescence polarization activity-based probe | AID 2751; in the data active = inhibition above about 43%;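 note: 0% = enzyme with DMSO and 100% = wells lacking enzyme; many of its hits are not listed in these tables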
LYPLA2 inh – LYPLA2 (human) inhibition in PME1 counter-screen; AID 2177; recombinant LYPLA2, FP-Rh probe fluorescence polarization; inhibition, % at 5.9 µM; O95372; 320,000 compounds, 0.38% hits;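 active = inhibition above the screen-wide mean plus 3 SD, limit set per campaign, cut at about 26% in these data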;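 note: 0% = LYPLA2 with DMSO and 100% = wells lacking LYPLA2 enzyme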
PAFAH1B2 FP inh – inhibitors of human PAFAH1B2. P68402. recombinant PAFAH1B2, FP-rhodamine activity probe, fluorescence polarization. inhibition, % at 3.39 µM. 340,000 compounds, 1.2% hits;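 active = inhibition above the mean of all tested compounds plus 3 SD, cut at about 24% in these data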;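 note: 0% = enzyme with DMSO and 100% = wells lacking PAFAH1B2; many of its hits are not listed in these tables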
Target sequence (P68402 whole entry, looked up): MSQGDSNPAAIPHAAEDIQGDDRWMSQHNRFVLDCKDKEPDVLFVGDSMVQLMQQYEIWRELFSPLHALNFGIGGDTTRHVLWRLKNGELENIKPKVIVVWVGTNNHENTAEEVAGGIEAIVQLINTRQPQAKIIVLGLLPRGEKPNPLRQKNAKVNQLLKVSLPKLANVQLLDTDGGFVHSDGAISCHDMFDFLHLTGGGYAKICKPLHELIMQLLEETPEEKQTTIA
pPAFAH inh – pPAFAH (human) enzyme inhibition. recombinant pPAFAH, FP-rhodamine probe fluorescence polarization. inhibition, % at 3.39 µM. 330,000 compounds, 1.5% hits;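 active = inhibition above the mean inhibition across the screen plus 3 SD, cut at about 25% in these data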;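 note: inhibitors block binding of the rhodamine activity-based probe so polarization drops; 0% = enzyme with DMSO and 100% = wells lacking pPAFAH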
EBNA-1 inhibitor – blocks EBNA-1 binding to DNA | EBNA-1 DNA binding, fluorescence polarization | inhibition, % at 14.8 µM | 300,000 compounds, 0.34% hits; in the data active = inhibition above about 28%
PAFAH2 FP inh – inhibitors of human PAFAH2; Q99487; recombinant PAFAH2, FP-rhodamine activity probe, fluorescence polarization; inhibition, % at 3.39 µM; 340,000 compounds, 0.99% hits; AID 492956;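 active = inhibition above the mean over all tested compounds plus 3 SD, cut at about 30% in these data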;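 note: inhibitors block probe labeling of enzyme so polarization drops; 0% = enzyme with DMSO and 100% = wells lacking PAFAH2 protein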
Active calls of the source: *. Not all compounds are listed. The share of hits here may be higher or lower than overall.

For Cc1ccc(S(C)=O)cc1-n1c(=O)n(Cc2ccccc2)c(=O)c2[nH]cnc21 (stereo unspecified) the results were ZTA DNA inh 0, LYPLA1 inh -3, PAFAH1B3 FP inh 5, PREPL inhibitor -8, LYPLA2 inh -6, PAFAH1B2 FP inh -5, pPAFAH inh -1, EBNA-1 inhibitor 10 and PAFAH2 FP inh 3.
`CCc1ccc(NC(=O)C2CCCN2C(=O)NC2CCCCC2)cc1` (stereo unspecified) gave ZTA DNA inh 5, LYPLA1 inh 5, PAFAH1B3 FP inh 7, PREPL inhibitor -2, LYPLA2 inh -2, PAFAH1B2 FP inh 4, pPAFAH inh 0, EBNA-1 inhibitor -12 and PAFAH2 FP inh 12.
c1ccc(CSc2nnc3ccc(-c4ccco4)nn23)nc1 was read as ZTA DNA inh -1, LYPLA1 inh -1, PAFAH1B3 FP inh 2, PREPL inhibitor 27, LYPLA2 inh 8, PAFAH1B2 FP inh 6, pPAFAH inh 3, EBNA-1 inhibitor -1 and PAFAH2 FP inh -6.
For COC(=O)c1ccc(COc2c(F)c(F)cc(F)c2F)o1 the results were ZTA DNA inh -2, LYPLA1 inh -6, PAFAH1B3 FP inh 6, PREPL inhibitor 11, LYPLA2 inh -3, PAFAH1B2 FP inh 7, pPAFAH inh 4, EBNA-1 inhibitor -19 and PAFAH2 FP inh 4.
`O=C(Nc1ccsc1C(=O)N1CCCCCC1)c1ccccc1` gave ZTA DNA inh 4, LYPLA1 inh -2, PAFAH1B3 FP inh 2, PREPL inhibitor 2, LYPLA2 inh -3, PAFAH1B2 FP inh 1, pPAFAH inh 2, EBNA-1 inhibitor -1 and PAFAH2 FP inh -1.
For CCOCCCNC(=O)Cc1ccc(F)cc1 the results were ZTA DNA inh -7, LYPLA1 inh 7, PREPL inhibitor 5, LYPLA2 inh 17, pPAFAH inh 1 and EBNA-1 inhibitor 4.
O=C(CCc1ccccc1)NNC(=S)NC(=O)c1ccccc1 was read as ZTA DNA inh -8, LYPLA1 inh 0, PAFAH1B3 FP inh 9, PREPL inhibitor -3, LYPLA2 inh -1, PAFAH1B2 FP inh 11, pPAFAH inh 41*, EBNA-1 inhibitor -9 and PAFAH2 FP inh 4.
`COc1ccc(Cc2noc(CN(C)CC3(N4CCOCC4)CCCCC3)n2)cc1OC` gave ZTA DNA inh -11, LYPLA1 inh 1, PAFAH1B3 FP inh 4, PREPL inhibitor 11, LYPLA2 inh 5, PAFAH1B2 FP inh -2, pPAFAH inh 0, EBNA-1 inhibitor -4 and PAFAH2 FP inh 0.
For Cc1nc(NC(=O)c2cc3c(C)nn(-c4ccccc4)c3s2)sc1C(=O)Nc1ccccc1 the results were ZTA DNA inh 2, LYPLA1 inh -13, PAFAH1B3 FP inh 2, PREPL inhibitor -2, LYPLA2 inh -24, PAFAH1B2 FP inh -4, pPAFAH inh -4, EBNA-1 inhibitor -7 and PAFAH2 FP inh -11.
Screening Cc1cc(C(=O)NN=C2CCCCC2)c2ccccc2n1 returned ZTA DNA inh -1, LYPLA1 inh -1, PAFAH1B3 FP inh 2, PREPL inhibitor 0, LYPLA2 inh 2, PAFAH1B2 FP inh 1, pPAFAH inh -2, EBNA-1 inhibitor -15 and PAFAH2 FP inh -2.
`Clc1ccc(-c2cc(COc3ccccc3)on2)cc1` gave ZTA DNA inh -17, LYPLA1 inh -1, PAFAH1B3 FP inh 7, PREPL inhibitor 7, LYPLA2 inh -3, PAFAH1B2 FP inh 4, pPAFAH inh -1, EBNA-1 inhibitor -18 and PAFAH2 FP inh 1.
COc1ccccc1N1CCN(C(c2cccs2)C(C)NC(=O)c2ccco2)CC1 (stereo unspecified) was read as ZTA DNA inh -6, LYPLA1 inh 6, PAFAH1B3 FP inh -6, PREPL inhibitor 2, LYPLA2 inh -3, PAFAH1B2 FP inh 0, pPAFAH inh 2, EBNA-1 inhibitor 13 and PAFAH2 FP inh 4.
`CC(C)(C)C1CCC(OC(=O)c2ccncc2)CC1` (stereo unspecified) gave ZTA DNA inh 6, LYPLA1 inh -1, PAFAH1B3 FP inh 11, PREPL inhibitor 0, LYPLA2 inh 1, PAFAH1B2 FP inh 0, pPAFAH inh 1, EBNA-1 inhibitor -3 and PAFAH2 FP inh -2.
Screening O=C(Nc1cc(C(F)(F)F)ccc1N1CCOCC1)c1cccc(F)c1 returned ZTA DNA inh -16, LYPLA1 inh -7, PAFAH1B3 FP inh 8, PREPL inhibitor -3, LYPLA2 inh -4, PAFAH1B2 FP inh 4, pPAFAH inh 2, EBNA-1 inhibitor 3 and PAFAH2 FP inh 4.
For COC(=O)COc1ccc(S(=O)(=O)Nc2ccc(C(N)=O)cc2)cc1 the results were ZTA DNA inh -5, LYPLA1 inh -1, PAFAH1B3 FP inh 2, PREPL inhibitor 2, LYPLA2 inh -3, PAFAH1B2 FP inh 6, pPAFAH inh 4, EBNA-1 inhibitor 0 and PAFAH2 FP inh -4.
COc1ccc(-c2cn3cccnc3n2)cc1NC(=O)C1CC1 was read as ZTA DNA inh 7, LYPLA1 inh -1, PAFAH1B3 FP inh 6, PREPL inhibitor 2, LYPLA2 inh -4, PAFAH1B2 FP inh 3, pPAFAH inh -2, EBNA-1 inhibitor 1 and PAFAH2 FP inh 4.
CCc1cc(Cn2nc(-c3ccccc3)cc2C(=O)NCc2cccc(C(F)(F)F)c2)on1 was read as ZTA DNA inh -3, LYPLA1 inh -26, PAFAH1B3 FP inh -12, PREPL inhibitor 0, LYPLA2 inh -53, PAFAH1B2 FP inh -16, pPAFAH inh -12, EBNA-1 inhibitor 6 and PAFAH2 FP inh -11.
Screening COc1ccc(-c2nc(-c3ccc(NC(=O)c4ccc(Br)o4)cc3)no2)cc1OC returned ZTA DNA inh 1, LYPLA1 inh -5, PAFAH1B3 FP inh -21, PREPL inhibitor -11, LYPLA2 inh -2, PAFAH1B2 FP inh -11, pPAFAH inh -8, EBNA-1 inhibitor -3 and PAFAH2 FP inh -21.
`NC(=O)NC(Cc1ccccc1)C(=O)NCC1(N2CCCCC2)CCCCC1` (stereo unspecified) gave ZTA DNA inh 12, LYPLA1 inh -1, PAFAH1B3 FP inh -6, PREPL inhibitor 5, LYPLA2 inh -4, PAFAH1B2 FP inh 0, pPAFAH inh 3, EBNA-1 inhibitor 11 and PAFAH2 FP inh -8.
CCC1=[N+](C)CCn2c(C)ccc21 was read as ZTA DNA inh 4, LYPLA1 inh 6, PAFAH1B3 FP inh 1, PREPL inhibitor 9, LYPLA2 inh -5, PAFAH1B2 FP inh 4, pPAFAH inh -4, EBNA-1 inhibitor -5 and PAFAH2 FP inh -2.
Screening CN(C)c1oc(-c2cccs2)nc1C#N returned ZTA DNA inh 12, LYPLA1 inh 0, PAFAH1B3 FP inh 5, PREPL inhibitor 1, LYPLA2 inh -1, PAFAH1B2 FP inh 2, pPAFAH inh 3, EBNA-1 inhibitor 3 and PAFAH2 FP inh 4.
O=C(Nc1ccc(N2CCCC2)c(Cl)c1)c1ccc(Br)o1 was read as ZTA DNA inh -7, LYPLA1 inh -8, PAFAH1B3 FP inh 2, PREPL inhibitor 23, LYPLA2 inh -4, PAFAH1B2 FP inh 5, pPAFAH inh 5, EBNA-1 inhibitor -6 and PAFAH2 FP inh -13.
O=C(NCc1ccco1)c1cnn2c(C(F)(F)F)cc(-c3ccco3)nc12 was read as ZTA DNA inh -14, LYPLA1 inh -1, PAFAH1B3 FP inh -5, PREPL inhibitor -2, LYPLA2 inh -3, PAFAH1B2 FP inh 0, pPAFAH inh 6, EBNA-1 inhibitor 3 and PAFAH2 FP inh 1.
`CC(C)CCn1c(SCC#N)nc2c(sc3ccccc32)c1=O` gave ZTA DNA inh 7, LYPLA1 inh 1, PAFAH1B3 FP inh 4, PREPL inhibitor 0, LYPLA2 inh 13, PAFAH1B2 FP inh 0, pPAFAH inh -3, EBNA-1 inhibitor -2 and PAFAH2 FP inh -11.
COc1cc(NC(=O)c2cc(C)no2)cc(OC)c1OC was read as ZTA DNA inh -13, LYPLA1 inh 2, PAFAH1B3 FP inh 4, PREPL inhibitor -2, LYPLA2 inh -4, PAFAH1B2 FP inh 9, pPAFAH inh 4, EBNA-1 inhibitor 6 and PAFAH2 FP inh 5.
`COC(=O)C(Cc1ccc(O)cc1)NC(=O)C(CC(=O)OC(C)(C)C)NC(=O)OC(C)(C)C` (stereo unspecified) gave ZTA DNA inh 6, LYPLA1 inh 0, PAFAH1B3 FP inh -6, PREPL inhibitor 6, LYPLA2 inh 4, PAFAH1B2 FP inh 0, pPAFAH inh -2, EBNA-1 inhibitor 3 and PAFAH2 FP inh -7.
Screening CN1CCC(=C(c2ccc(Cl)cc2)c2ccccn2)CC1 returned ZTA DNA inh -15, LYPLA1 inh 0, PAFAH1B3 FP inh 5, PREPL inhibitor -4, LYPLA2 inh 2, PAFAH1B2 FP inh 5, pPAFAH inh -2, EBNA-1 inhibitor 2 and PAFAH2 FP inh -3.
`COC(=O)/C(C#N)=C/c1ccc(N2CCOCC2)c([N+](=O)[O-])c1` gave ZTA DNA inh 8, LYPLA1 inh -3, PAFAH1B3 FP inh 2, PREPL inhibitor 0, LYPLA2 inh -1, PAFAH1B2 FP inh 6, pPAFAH inh 0, EBNA-1 inhibitor 3 and PAFAH2 FP inh 6.
For Cc1cc(SCC(=O)NC2CCCCC2)nc2ccccc12 the results were ZTA DNA inh -8, LYPLA1 inh 2, PAFAH1B3 FP inh -2, PREPL inhibitor -2, LYPLA2 inh 10, PAFAH1B2 FP inh 3, pPAFAH inh -2, EBNA-1 inhibitor -10 and PAFAH2 FP inh -4.
Screening COc1ccc(C(=O)NC2CC2)cc1OC1CCN(Cc2cc(C)c(C)cc2C)CC1 returned ZTA DNA inh 14, LYPLA1 inh -2, PAFAH1B3 FP inh 6, PREPL inhibitor 6, LYPLA2 inh 0, PAFAH1B2 FP inh -2, pPAFAH inh 4, EBNA-1 inhibitor 1 and PAFAH2 FP inh -5.
`Cc1cc(C)c(C(=O)O)c(Cl)n1` gave ZTA DNA inh 10, LYPLA1 inh 0, PAFAH1B3 FP inh -4, PREPL inhibitor 10, LYPLA2 inh -3, PAFAH1B2 FP inh 2, pPAFAH inh 0, EBNA-1 inhibitor 0 and PAFAH2 FP inh 4.
`Cc1cc(NC(=O)CSCC(=O)Nc2cc(Cl)ccc2N2CCN(C)CC2)no1` gave ZTA DNA inh -6, LYPLA1 inh 0, PAFAH1B3 FP inh 6, PREPL inhibitor 7, LYPLA2 inh 4, PAFAH1B2 FP inh -3, pPAFAH inh 2 and PAFAH2 FP inh -5.

Looked up by compound from the entries so far (3):
Screening CN1CCC(=C(c2ccc(Cl)cc2)c2ccccn2)CC1 returned ZTA DNA inh -15, LYPLA1 inh 0, PAFAH1B3 FP inh 5, PREPL inhibitor -4, LYPLA2 inh 2, PAFAH1B2 FP inh 5, pPAFAH inh -2, EBNA-1 inhibitor 2 and PAFAH2 FP inh -3.
`Cc1cc(NC(=O)CSCC(=O)Nc2cc(Cl)ccc2N2CCN(C)CC2)no1` gave ZTA DNA inh -6, LYPLA1 inh 0, PAFAH1B3 FP inh 6, PREPL inhibitor 7, LYPLA2 inh 4, PAFAH1B2 FP inh -3, pPAFAH inh 2 and PAFAH2 FP inh -5.
Screening COc1ccc(C(=O)NC2CC2)cc1OC1CCN(Cc2cc(C)c(C)cc2C)CC1 returned ZTA DNA inh 14, LYPLA1 inh -2, PAFAH1B3 FP inh 6, PREPL inhibitor 6, LYPLA2 inh 0, PAFAH1B2 FP inh -2, pPAFAH inh 4, EBNA-1 inhibitor 1 and PAFAH2 FP inh -5.
